Source: PubChem
miR122 inh – blocks miR-122 activity in Huh7 sensor cells. AID 602342. activation (reporter increase), % at 12.5 µM. actives 0.3% (n = 340,000). Huh7 miR-122 Renilla luciferase sensor, 48 h; neutral wells = 0, positive control = 100;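 active = mean replicate activation score at least 90 and every replicate individually at or above 90; inconclusive = only one of the two criteria met; inactive = neither criterion met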;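 note: higher luciferase means less miR-122 activity so hits act as miR-122 inhibitors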
GSIS activator – primary screen for activators of insulin secretion dependent on glucose, INS-1E cells, GLuc reporter luminescence. INS-1E GLuc reporter insulin secretion, 2-3 h. activation, % at 16.6 µM. actives 0.61% (n = 370,000);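 active = lowest replicate activation of at least 40%, so every replicate reaches that level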;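 note: 0% = median of neutral control wells and 100% = median of IBMX positive control wells; some compounds called inactive have numbers as strong as hits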
Statin myotox sup – suppressors of simvastatin-induced myotoxicity in C2C12 myotubes; rescue of ATP level, % at 7.49 µM; actives 0.78% (n = 330,000); AID 602340; ATP luminescence, 48 h; scaled: DMSO 0, geranylgeraniol control 100;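 active = mean ATP rescue above about 67%, or every replicate alone reaching that limit, limit read from the data, passing the limit was not always enough; inconclusive = no clear call, values can overlap the other calls; inactive = mean under the limit and some replicate under it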;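 note: myotubes were challenged with 10 µM simvastatin during compound exposure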
PGC1a acetyl inh – modulators of PGC1a acetylation; actives 0.17% (n = 350,000); inhibition, % at 15.6 µM; U2OS PGC1a acetylation, AlphaScreen anti-acetyl-lysine; with virally co-expressed GCN5 acetyltransferase;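 active = every replicate shows inhibition of at least 40%; inconclusive = mean inhibition at least 40% but some replicate below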;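 note: 0% = neutral control wells and 100% = positive control wells; some results beyond the cut were filed as inactive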
Cneo AK release – Cryptococcus neoformans lysis via adenylate kinase release; C. neoformans lysis, adenylate kinase release luminescence, 4 h; normalised: neutral wells 0, clomiphene wells 100; lysis activity, % at 15 µM; actives 0.2% (n = 360,000); AID 651654;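 active = mean lysis activity across replicates of at least 80%, whatever share of replicates individually reach that level; inactive = mean lysis activity below 80%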
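Schedule: static 4 h at 37 °C with compound, 1 h detection; system: C. neoformans cells; benchmarks: Clomiphene as positive control; buffer or medium: fresh YPD medium; measure: luminescence rise reflecting yeast cell lysis; measured by: luminescent adenylate kinase detection reagent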
FN deposition inh – fibronectin deposition inhibition; AH1F fibroblasts, Alexa488-fibronectin deposition fluorescence, overnight; inhibition, % at 12.6 µM; actives 0.086% (n = 350,000);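 active = mean inhibition across replicates of 30% or more, regardless of how many single replicates reach that level; inconclusive = mean under 30% yet at least half of replicates reach 30%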;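 note: positive control wells lacked labelled fibronectin entirely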
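Test system: AH1F fibroblast monolayer depositing Alexa488-labelled fibronectin into matrix. Input: 10000 cells per well. Technique: fluorescence, ex 485 nm, em 525 nm. Buffer or medium: DMEM plus 2% serum, read in PBS. Timing: 1 h cell adhesion before compound, then overnight fibronectin incubation. Compound: single dose, pinned. Read-out basis: inhibition from reduced deposited-fibronectin fluorescence.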
PglD DTNB – blocks C. jejuni PglD acetyltransferase activity; actives 0.098% (n = 360,000); purified PglD enzyme, DTNB colorimetric CoA detection; inhibition, % at 12.5 µM; in the data active = inhibition above about 16%, passing the limit was not always enough; inconclusive = no clear call, values can overlap the other calls; note: strong numbers were not always called active
F508del corr – correctors of CFTR F508del function in bronchial epithelial cells | CFBE cells, YFP halide quenching; stimulated with forskolin plus potentiator P3; % fluorescence drop versus neutral controls | activity (quench increase), % at 7.58 µM | actives 0.36% (n = 350,000) | AID 720511;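 active = mean added fluorescence quench of at least 8% versus neutral control, with both replicates also reaching 8%; inconclusive = only one of the mean or replicate conditions met; inactive = mean below 8% and not both replicates reaching 8%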;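 note: cells transiently co-express mutant CFTR-F508del with the halide-sensitive YFP; corrector assay measuring rescue of mutant channel to the surface after 24 h compound exposure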
Numbers without * were called inactive; ? = inconclusive; nt = no result given; & = joins results of further samples; [ ] = dose if it differs, or a comment.

#1 C=CCN1C(=O)C2(OCCCO2)c2cc(Cl)ccc21
#2 Cn1c(=O)c2c(SCC(=O)N3CCCC3)nc(-c3ccccc3)nc2n(C)c1=O
#3 Cc1cc(NS(=O)(=O)c2ccc(NC(=O)C(F)(F)F)cc2)nc(C)n1
#4 COc1ccc(C[C@H]2CN3C(=NC[C@@H]3Cc3ccc(O)cc3)N2C[C@H](C)NC(=O)c2ccc(C)c(Br)c2)cc1
#5 COc1ccc(S(=O)(=O)N2CCOC23CCN(S(=O)(=O)c2ccc([N+](=O)[O-])cc2)CC3)cc1
#6 O=C(CSc1nncs1)NNC(=O)c1ccco1

screen / no. | 1 | 2 | 3 | 4 | 5 | 6
miR122 inh | 9 | 2 | 10 | 0 | 51 | -2
GSIS activator | -6 | nt | -4 | nt | -8 | -1
Statin myotox sup | 14 | nt | 6 | -103 | -22 | -3
PGC1a acetyl inh | 13 | 4 | 14 | -4 | 6 | 11
Cneo AK release | 0 | -1 | 1 | -2 | 3 | 2
FN deposition inh | -1 | nt | -11 | nt | -3 | 5
PglD DTNB | 3 | 4 | -1 | -4 | -1 | 0
F508del corr | 7.6 | nt | -1.1 | nt | 0.0 | -3.3

#7 CCOc1cccc(-c2nnc(SCC(=O)Nc3ccc(OC)c(OC)c3)n2N)c1
#8 CC1C(C)N(C(=O)CCCl)c2ccccc2N1C(=O)CCCl (stereo not drawn)
#9 O=C(O)C[C@@H]1C[C@@H]2c3cc(NC(=O)C4CCC4)ccc3O[C@@H]2[C@@H](CO)O1
#10 C/C=C/c1cnc2c(c1)C(=O)N([C@@H](C)CO)C[C@H](C)[C@@H](CN(C)S(=O)(=O)c1ccccc1F)O2
#11 CCC(C(=O)NCCCN1CC(C)CC(C)C1)n1nc(C)c2sc3ccccc3c2c1=O (stereo not drawn)
#12 CN(C[C@@H](CC1CCCCC1)N(C[C@H](Cc1ccccc1)N(CCc1ccccc1)N=O)N=O)N=O

screen / no. | 7 | 8 | 9 | 10 | 11 | 12
miR122 inh | -11 | 2 | 10[16.7 µM] | 41[16.7 µM] | -1 | nt
GSIS activator | nt | 7 | 8 | 3 | 16 | 4
Statin myotox sup | 0 | 1 | -10 | 0 | -27 | -18
PGC1a acetyl inh | 0 | 8 | 5 | -9 | 8 | nt
Cneo AK release | -3 | -3 | 1 | -5 | -2 | 4
FN deposition inh | 4 | 22 | nt | nt | -1 | -11
PglD DTNB | -2 | -1 | -1 | 1 | -2 | 0
F508del corr | nt | -0.4 | -2.6 | -1.3 | 1.1 | -1.0

#13 O=C(Nc1ncc([N+](=O)[O-])s1)c1cccs1
#14 CN(C(=O)COC(=O)c1ccccc1SCC(=O)N1CCCC1)C1(C#N)CCCCC1
#15 CN(C(=O)CC1C(=O)NCCN1Cc1ccccc1C(F)(F)F)C1CCOCC1 (stereo not drawn)
#16 CC(C)(C)NC(=O)CSc1nnc(SCC(=O)NC(C)(C)C)s1
#17 Cn1c(N2CCOCC2)c(/C=N/OC(=O)c2ccc(F)cc2)c2ccccc21
#18 CCC(=O)N1C[C@@H](O)COC[C@@H]2O[C@H](CC(=O)NC)CC[C@H]21

screen / no. | 13 | 14 | 15 | 16 | 17 | 18
miR122 inh | 0 | nt | -12 | -4 | -6 | 9[16.7 µM]
GSIS activator | -62 | -7 | 18 | -3 | nt | 7
Statin myotox sup | -22&-47 | 2 | -1 | -5 | 2 | 8
PGC1a acetyl inh | 2 | nt | 10 | 9 | 1 | -3
Cneo AK release | -2&-2 | -1 | 0 | 0 | 3 | 0
FN deposition inh | -2&-5 | 1 | 3 | -4 | 0 | -1
PglD DTNB | 1&-3 | -7 | -5 | 2 | 0 | -4
F508del corr | -1.2&2.9 | -1.6 | -2.4 | -1.0 | nt | 0.6

#19 Cc1cc(Nc2cc(F)ccc2C)n2ncnc2n1
#20 COc1ccccc1/C=C/C(=O)NC(=S)N(C)C1CCCCC1
#21 CCCCn1c(N)c(N(CC(C)C)C(=O)Cn2c(=O)cnc3ccccc32)c(=O)[nH]c1=O
#22 C[C@@H]1CCCCO[C@@H](CN(C)C(=O)NC2CCCCC2)[C@@H](C)CN([C@H](C)CO)C(=O)c2cc(NC(=O)CCCN(C)C)ccc2O1
#23 CCC(NC(=S)NCc1ccccc1)C(=O)O (stereo not drawn)
#24 CSc1ccc(S(=O)(=O)NCC(=O)OC(C)C(=O)NCc2ccccc2)cc1[N+](=O)[O-] (stereo not drawn)

screen / no. | 19 | 20 | 21 | 22 | 23 | 24
miR122 inh | -2 | 3 | nt | -3[16.7 µM] | -6 | -11
GSIS activator | 16 | -8 | 2 | 14 | nt | -4
Statin myotox sup | 11 | -26 | 11 | nt | 3 | 3
PGC1a acetyl inh | nt | -4 | nt | 10 | 7 | -14
Cneo AK release | 0 | 1 | nt | 1 | -4 | -1
FN deposition inh | 0 | nt | 0 | 1 | 0 | -9
PglD DTNB | -3 | -4 | nt | 1 | 1 | -2
F508del corr | 2.8 | 1.0 | 0.4 | -2.9 | nt | -2.6

#25 O=C(NCc1ccccc1)c1ccc(NC(=O)C2CCC2)cc1
#26 CC(Nc1nc(C(F)(F)F)nc2ccccc12)c1cccs1 (stereo not drawn)
#27 CCCN1[C@@H]2c3ccc(-c4ccccc4)c(=O)n3C[C@@H]2[C@@H](CO)[C@@H]1C(=O)NCCc1cn(C)cn1
#28 Cc1nc(N2CCN(C(=O)CCC(=O)O)CC2)c2c(C)c(C)sc2n1
#29 COc1ccc(NC(=O)N(C)C[C@H]2Oc3ccc(NS(=O)(=O)c4cn(C)cn4)cc3C(=O)N([C@H](C)CO)C[C@H]2C)cc1
#30 C[C@@H]1CN([C@@H](C)CO)C(=O)c2cc(NC(=O)C3CCCCC3)ccc2O[C@@H](C)CCCCO[C@@H]1CN(C)C(=O)C1CCCCC1

screen / no. | 25 | 26 | 27 | 28 | 29 | 30
miR122 inh | 6 | 13 | 4[16.7 µM] | nt | 12[16.7 µM] | 3[16.7 µM]
GSIS activator | -2 | -28 | 6 | -2 | 6 | -26
Statin myotox sup | -5 | 26 | 13 | -2 | 25 | nt
PGC1a acetyl inh | -43 | 11 | 4 | 11 | 1 | 8
Cneo AK release | 7 | 1 | -2 | 1 | 2 | -2
FN deposition inh | -11 | 7 | nt | nt | nt | nt
PglD DTNB | 6 | -2 | -3 | 5 | 0 | -1
F508del corr | 2.7 | 5.2 | -1.5 | 0.5 | -0.1 | 1.2

#31 C/C=C/c1ccc([C@H]2[C@@H](CO)N(c3nc(CC)cs3)[C@H]2CNC(C)C)cc1
#32 CCCC(=O)Nc1ccc2c(c1)C(=O)N(C)C[C@@H](OC)[C@H](C)CN(Cc1ccc(-c3ccccn3)cc1)[C@H](C)CO2
#33 COC(=O)C1=C(C)N(c2cc(Cl)cc(Cl)c2)C(=O)C1
#34 Cc1ccc(O)c(C(=O)c2coc(=N)c(C(=O)NC(C)C)c2)c1
#35 Cc1ccccc1S(=O)(=O)N1CCCCN2[C@H](CO)[C@@H](c3ccc(-c4cccc(F)c4)cc3)[C@@H]2C1
#36 O=C(CSc1nc2ccccc2s1)Nc1nccs1

screen / no. | 31 | 32 | 33 | 34 | 35 | 36
miR122 inh | ? | nt | 1 | 7 | -2[16.7 µM] | -2
GSIS activator | -20 | -31 | nt | nt | 2 | nt
Statin myotox sup | -40 | -2 | nt | 10 | 19 | -3
PGC1a acetyl inh | -24 | 0 | -19 | nt | 3 | 3
Cneo AK release | -4 | -2 | -1 | -2 | -8 | 2
FN deposition inh | -2 | 1 | nt | -1 | nt | -6
PglD DTNB | 0 | 0 | -1 | 4 | -3 | -2
F508del corr | 3.2 | 1.8 | nt | nt | -3.4 | nt

#37 COc1ccc2c3c([nH]c2c1)[C@H](CO)N(C(=O)Nc1cccc(F)c1)CC31CN(CC2CC2)C1
#38 O=C(NCc1cccnc1)C(=O)N/N=C/c1ccccc1[N+](=O)[O-]
#39 CC1=C(SCc2ccccc2)C(=O)c2ccccc2C1=O
#40 COc1ccc(S(=O)(=O)N[C@H]2CC[C@H](CC(=O)N3CCN(c4ccccc4)CC3)O[C@@H]2CO)cc1
#41 COCCN1CCN(Cc2nc(Cc3ccc(OC)c(OC)c3)no2)CC1
#42 O=c1cc(-c2ccccc2)oc2cc(O)c(O)c(O)c12
#43 CC(NC(=O)C(=O)NCC1CCCO1)c1ccccc1 (stereo not drawn)
#44 CN1C(=O)c2cc(NC(=O)C3CC3)ccc2OC[C@@H]2O[C@@H](CC(=O)O)CC[C@@H]21
#45 CNC[C@H]1Oc2ccc(NS(=O)(=O)c3cn(C)cn3)cc2C(=O)N([C@H](C)CO)C[C@@H]1C

screen / no. | 37 | 38 | 39 | 40 | 41 | 42 | 43 | 44 | 45
miR122 inh | nt | nt | nt | nt | -1 | -10 | nt | nt | -7[16.7 µM]
GSIS activator | -15 | 20 | -22 | -1 | -3 | 5 | -6 | 0 | -5
Statin myotox sup | nt | nt | 2 | 0 | 4 | 12 | nt | nt | 36
PGC1a acetyl inh | -4 | nt | 15 | 3 | -8 | 16 | -2 | 3 | -1
Cneo AK release | nt | 3 | -2 | 15 | -1 | -3 | nt | nt | 8
FN deposition inh | 12 | 5 | nt | -10 | 4 | nt | 4 | -7 | nt
PglD DTNB | nt | -1 | -8 | -1 | 2 | 1 | nt | nt | 0
F508del corr | -1.6 | 1.0 | -1.8 | -3.2 | 0.1 | -5.0 | 3.6 | 0.9 | -2.5

By substructure: the entries above containing an aryl thioether with sulfur outside any ring (7)
#2 Cn1c(=O)c2c(SCC(=O)N3CCCC3)nc(-c3ccccc3)nc2n(C)c1=O
#6 O=C(CSc1nncs1)NNC(=O)c1ccco1
#7 CCOc1cccc(-c2nnc(SCC(=O)Nc3ccc(OC)c(OC)c3)n2N)c1
#14 CN(C(=O)COC(=O)c1ccccc1SCC(=O)N1CCCC1)C1(C#N)CCCCC1
#16 CC(C)(C)NC(=O)CSc1nnc(SCC(=O)NC(C)(C)C)s1
#24 CSc1ccc(S(=O)(=O)NCC(=O)OC(C)C(=O)NCc2ccccc2)cc1[N+](=O)[O-] (stereo not drawn)
#36 O=C(CSc1nc2ccccc2s1)Nc1nccs1

screen / no. | 2 | 6 | 7 | 14 | 16 | 24 | 36
miR122 inh | 2 | -2 | -11 | nt | -4 | -11 | -2
GSIS activator | nt | -1 | nt | -7 | -3 | -4 | nt
Statin myotox sup | nt | -3 | 0 | 2 | -5 | 3 | -3
PGC1a acetyl inh | 4 | 11 | 0 | nt | 9 | -14 | 3
Cneo AK release | -1 | 2 | -3 | -1 | 0 | -1 | 2
FN deposition inh | nt | 5 | 4 | 1 | -4 | -9 | -6
PglD DTNB | 4 | 0 | -2 | -7 | 2 | -2 | -2
F508del corr | nt | -3.3 | nt | -1.6 | -1.0 | -2.6 | nt

Compounds as they come; about 2.1% have a hit in one of these screens.
